Screening results as filed in PubChem BioAssay.
TDP2 inh: human TDP2 enzyme inhibitors, primary screen, biochemical, epi absorbance, recombinant enzyme. AID 720702, 2013. 370,000 tested, 0.34% active. inhibition, % at 12.8 µM. Tyrosyl-DNA phosphodiesterase 2 (Homo sapiens), O95551. T5PNP hydrolysis, p-nitrophenol absorbance 415 nm;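 active = inhibition above the mean of all tested compounds plus 3 SD, set per campaign, cut at about 25% in these data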;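 also: 0% = DMSO with enzyme and 100% = buffer with substrate but no TDP2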
Target sequence (O95551 whole entry, looked up): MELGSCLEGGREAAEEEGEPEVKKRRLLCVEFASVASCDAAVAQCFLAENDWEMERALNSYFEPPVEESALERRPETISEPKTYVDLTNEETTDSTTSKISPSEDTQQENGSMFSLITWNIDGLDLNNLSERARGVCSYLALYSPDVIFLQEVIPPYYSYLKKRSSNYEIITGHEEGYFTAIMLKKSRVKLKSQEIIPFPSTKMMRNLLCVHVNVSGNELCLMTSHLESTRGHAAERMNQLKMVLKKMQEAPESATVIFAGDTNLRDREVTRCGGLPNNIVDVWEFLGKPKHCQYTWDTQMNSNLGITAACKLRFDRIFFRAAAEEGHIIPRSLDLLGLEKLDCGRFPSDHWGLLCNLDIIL
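Test system: human TDP2 enzyme; Input: 120 nM TDP2 per well; Buffer or medium: Mg2+-containing Tris-HCl buffer, pH 7.5; Reagent: 5 mM T5PNP; Dosing: 12.8 µM single point, 1% DMSO; Incubation: reaction 2 h, 37 °C; Detection: p-Nitrophenol epi absorbance; Read-out: % inhibition relative to enzyme-containing and enzyme-free wells; Replicates: single well per compound.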
PG9 binder: binders of HIV-1 gp120 antibody PG9, primary screen, biochemical, TR-FRET; HIV-1 gp120 / PG9 antibody interaction; TR-FRET gp120-PG9 antibody binding; inhibition, % at 6.7 µM; 360,000 tested, 0.43% active; in the data active = inhibition above about 8.5%
HTRA1 inhibitor: HTRA1 serine protease inhibitors, primary screen, biochemical, fluorescence polarization, HTS. Q92743. inhibition, % at 5.96 µM. recombinant HTRA1, FP-rhodamine activity-based probe. 340,000 tested, 0.5% active; in the data active = inhibition above about 36%;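 also: 0% = enzyme with DMSO and 100% = wells lacking enzyme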
SIAE inh: human SIAE inhibitors, primary screen, biochemical, fluorescence polarization, FP-Rh probe, 1536-well HTS; 370,000 tested, 0.69% active; inhibition, % at 9.66 µM; SIAE FP-Rh probe binding; AID 1053197, 2014;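 active = inhibition above a cutoff: mean of compounds within the control limits plus 3 SD of those, cut at about 17% in these data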;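 also: 0% = plate median of compound wells and 100% = probe without SIAE protein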
Target sequence (Q9HAT2 whole entry, looked up): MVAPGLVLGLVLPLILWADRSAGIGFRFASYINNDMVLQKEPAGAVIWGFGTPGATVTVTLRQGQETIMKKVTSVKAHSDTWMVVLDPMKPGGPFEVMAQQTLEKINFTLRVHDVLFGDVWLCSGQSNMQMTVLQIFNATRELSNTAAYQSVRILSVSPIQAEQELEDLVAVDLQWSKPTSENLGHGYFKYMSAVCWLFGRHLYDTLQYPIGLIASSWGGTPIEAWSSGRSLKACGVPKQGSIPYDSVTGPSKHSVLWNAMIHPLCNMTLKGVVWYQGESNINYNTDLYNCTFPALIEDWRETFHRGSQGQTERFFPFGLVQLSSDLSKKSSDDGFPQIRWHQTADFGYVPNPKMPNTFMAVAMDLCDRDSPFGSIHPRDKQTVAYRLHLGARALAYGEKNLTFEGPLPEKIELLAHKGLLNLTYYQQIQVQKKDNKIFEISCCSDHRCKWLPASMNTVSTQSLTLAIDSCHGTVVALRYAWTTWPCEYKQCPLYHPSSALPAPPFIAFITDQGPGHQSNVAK
PRMT1 inh: PRMT1 methyltransferase inhibitors, primary screen, biochemical, fluorescence polarization | inhibition, % at 2.79 µM | recombinant PRMT1, activity-based probe fluorescence polarization | Protein arginine N-methyltransferase 1 (Homo sapiens), Q99873 | AID 652257, 2013 | 370,000 tested, 1.3% active;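 active = inhibition above about 21% made by adding two undisclosed values, limit read from the data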
LEDGF integ inh: blockers of LEDGF/p75-dependent integrase strand transfer – biochemical, TR-FRET, high throughput, primary screen; inhibition, % at 3.7 µM; AID 743269, 2014; TR-FRET IN-LEDGF/p75 DNA integration, Eu/Cy5; HIV-1 integrase (with human LEDGF/p75); 370,000 tested, 0.64% active;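 active = inhibition above the screen-wide mean plus 3 SD, cut at about 13% in these data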;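 also: signal is the Cy5 over europium emission ratio at 671 and 618 nm; 0% = plate median of compound wells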
NR1D1 modulator: modulators of Rev-erb alpha DNA binding, primary screen, biochemical, FITC-DNA, fluorescence polarization, uHTS; Rev-erbα–FITC-DNA binding, 90 min; activity, % at 10 µM; 370,000 tested, 0.79% active; AID 1259318, 2017;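 active = activity above about 14%, limit read from the data; passing the limit was not always enough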;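 also: 0% = DMSO wells with 35 nM protein and 100% = DMSO wells with 750 nM protein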
TCR-CD3 inh: inhibitors of human TCR-CD3 interaction, primary screen, biochemical, fluorescence, TAMRA-labeled TCR probe; 360,000 tested, 0.37% active; AID 651800, 2012; T-cell receptor (TCR); inhibition, % at 9.4 µM; in the data active = inhibition above about 19%;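 also: recombinant mutant TCR 2C K166C tagged with TAMRA read by polarization; 0% = receptor in buffer alone and 100% = receptor with positive control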
ABHD4 inh: ABHD4 inhibitors, primary screen, biochemical, fluorescence polarization, mouse; inhibition, % at 8.92 µM; (Lyso)-N-acylphosphatidylethanolamine lipase (Mus musculus), Q8VD66; purified mABHD4, FP-Rh probe fluorescence polarization; 370,000 tested, 0.54% active;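 active = inhibition exceeding the mean over every tested compound plus 3 SD, cut at about 30% in these data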;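 also: 0% = plate median of compound wells and 100% = S159A mutant with DMSO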
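Material: mouse ABHD4 enzyme, wild type; Benchmarks: S159A mutant high control, sample median low control; Buffer or medium: HEPES pH 7.0, NaCl, Pluronic buffer; Signal: fluorescence polarization; Read-out: percent inhibition of probe binding, normalized to plate controls; Timing: pre-incubation 45 min, probe exposure 60 min, at 25 °C; Dosing: 8.92 µM, single dose.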
rCAG binder: binders of r(CAG) RNA repeats, primary screen, biochemical, fluorescence; r(CAG) RNA repeat, TO-PRO-1 dye displacement fluorescence; inhibition, % at 3 µM; 370,000 tested, 1.3% active; AID 651821, 2012;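 active = inhibition above the plate cutoff, the mean of all test compounds on that plate plus 3 SD, cut at about 35% in these data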;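 also: 0% = DMSO alone and 100% = 100 µM mitoxantrone as full dye displacement; higher means more dye released from RNA so lower well fluorescence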
The depositor's hits bear a star; / = not tested or not shown. These rows are one share of the data. The share of hits here may be higher or lower than overall.

Values run as follows: PRMT1 inh	TDP2 inh	PG9 binder	LEDGF integ inh	NR1D1 modulator	ABHD4 inh	SIAE inh	rCAG binder	HTRA1 inhibitor	TCR-CD3 inh
> Cc1ccccc1-n1ncc2c1CC(C)(C)CC2NC(=O)CCCN1CCCC1=O (stereo unspecified)
    -4	14	-0.4	3	-2	-1	10	-8	-3	4
> O=S(=O)(c1ccc(Cl)nc1)N1CCc2ccccc21
    1	6	1.6	1	2	3	6	-2	-3	-6
> O=C(CNC(=O)c1ccccc1)NCCc1ccc(O)c(O)c1
    25*	-18	-1.1	4	-2	28	4	6	16	1
> COc1ccc(-c2cnc(N)n2CC2CCCO2)cc1 (stereo unspecified)
    3	-8	2.8	28*	4	-3	-2	9	-1	-14
> Cn1cnc(S(=O)(=O)N2CCc3ccccc32)c1
    -1	4	-1.1	-1	-1	-4	7	-3	1	-10
> Cc1ccc(Cl)cc1N1CCN(S(=O)(=O)c2ccc3c(c2)OCCO3)CC1
    2	1	0.6	1	4	-4	5	-2	-22	5
> Cc1ccc(S(=O)(=O)N(C)C[C@@H]2OCc3cn(nn3)CCCC(=O)N([C@H](C)CO)C[C@H]2C)cc1
    3	9	0.7	3	4	5	12	0	/	-3
> CCc1nnc(NC(=O)c2ccc3nc(CC)c(CC)nc3c2)s1
    -3	24	-2.4	-5	-5	7	-1	0	-3	1
> O=C(N/N=C/c1ccc[nH]1)c1cc2ccccc2cc1O
    6	-8	-3.7	-3	2	23	16	33	30	2
> CC1CCCc2sc3nc(NCc4ccco4)n4ncnc4c3c21 (stereo unspecified)
    1	-4	0.3	6	7	-12	-3	-1	-33	1
> CC(C)(C)NC(=S)NCc1cccnc1
    -1	4	-0.5	-2	-4	1	3	1	0	8
> Oc1ccc2ccccc2c1C=Nn1c(-c2n[nH]c3c2CCC3)n[nH]c1=S
    32*	1	/	1	-1	25	3	72*	/	/
> CCCC(=O)NC(Nc1ccccc1OC)C(Cl)(Cl)Cl (stereo unspecified)
    1	1	1.3	2	-2	4	0	-4	-2	1
> Cc1ccc(C)c(-c2nnc(NC(=O)Cc3ccccc3)o2)c1
    2	-2	-0.1	-1	-5	7	3	2	7	1
> Cc1ccc2c(c1)N(C(=O)CCC(=O)NCCCN(C)Cc1ccccc1)CCO2
    5	2	-1.0	-1	4	-5	4	-3	-1	-3
> Cc1ncc(CN2CCC(CO)(CCc3ccccc3)CC2)s1
    -1	8	-1.2	1	-1	0	-2	-6	-6	3
> O=C(Nc1cccnc1)Nc1ccc(F)c(Cl)c1
    2	-13	-2.4	2	0	-12	-8	3	-21	1
> Cc1cc(OCC(=O)Nc2ccc3oc(-c4ccncc4)nc3c2)ccc1Cl
    0	-8	-2.3	3	-2	9	2	-1	4	4
> COc1ccc(S(=O)(=O)n2cnc3ccccc32)cc1
    -5	-6	-1.4	6	4	0	-3	0	4	0
> N#Cc1ccc(-c2cccnc2)nc1SCc1ccc(Cl)c(Cl)c1
    3	8	0.6	-2	16	-10	-24	0	-6	-3
> Cc1ccnc(NC(=O)CCCOc2ccc(Cl)cc2C)c1
    0	4	-2.3	5	7	3	0	-5	/	7
> NC(=O)c1ccc(NC(=O)c2ccc(COc3ccccc3Br)cc2)cc1
    -1	-8	5.0	0	10	0	13	2	4	-1
> O=C(NCc1ccc2c(c1)OCO2)c1cccnc1
    6	2	0.4	-2	2	0	-2	-2	3	0
> Cc1cccc(C)c1NC(=O)N1CCC(n2c(=O)[nH]c3ccccc32)CC1
    0	-3	0.2	0	4	-7	-9	-2	1	3
> CCN(CC)CCNC(=S)N1CCn2c(nc3ccccc32)C1
    -3	3	-0.6	-1	-3	2	4	-2	-1	0
> COc1ccc(-c2cc(C(=O)N3CCN(C(=O)c4ccco4)CC3)[nH]n2)cc1
    6	-3	1.5	-1	-6	-1	0	-5	8	3
> Cc1ccc(CNC(=O)C2CCCN(Cc3cnn(-c4ccccc4)c3-n3cccc3)C2)cc1 (stereo unspecified)
    0	4	-0.3	-1	0	4	-1	-4	2	2
> COc1ccc(C(=O)C[n+]2cn(C(F)F)c3ccccc32)c(F)c1
    3	7	-0.7	-1	-2	2	-9	-2	-1	7
> Cc1ccccc1N1C(=O)[C@@H]2Cc3ccccc3CN2C1=O
    -2	-14	0.7	-4	-8	-7	1	0	-1	1
> C/C(=N\NC(=O)C(C)Nc1cccc(Cl)c1)c1ccc([N+](=O)[O-])cc1 (stereo unspecified)
    0	-2	-0.8	-2	-1	3	-4	2	-5	-3
> O=C(Oc1ccc2cc(Br)ccc2c1)c1cccnc1
    0	3	-1.5	4	-1	-2	1	0	-3	6
> CCc1ccc2nc(SCC(=O)NCC3CCCO3)c(C#N)cc2c1 (stereo unspecified)
    3	0	0.1	-1	2	0	0	0	2	-3
> COC(=O)COc1cccc(NC(=O)c2cccc(C)c2)c1
    -1	-10	-1.6	4	-5	-3	2	-2	-27	4
> Cc1cc(F)c(F)cc1C(=O)N1CCCC1
    -2	8	-2.6	-2	-1	-1	2	-5	1	1
> CCOC(=O)[C@]12CCCC=C1N(Cc1ccc(OC)cc1)C(=O)[C@@H]2CC(=O)N1CCN(C(=O)C2CC2)CC1
    1	-4	/	1	4	1	6	0	/	/
> C=CCNc1nc(C(=O)OCC(=O)N(Cc2ccccc2)C(C)C)cs1
    -4	2	0.2	1	3	0	-1	1	-1	2
> Cc1cc(C)c2nc(/N=C(\N)NC(=O)c3ccccc3)nc(C)c2c1
    -3	2	-1.6	4	56*	-1	5	19	-2	3
> O=C(/C=C/c1ccccc1Cl)NNC(=O)c1ccncc1
    0	-3	0.8	-3	7	-3	6	4	3	1
> CC1(C)CC(=O)C/C(=N/NC(=O)C2CCN(S(=O)(=O)c3cccs3)CC2)C1
    2	3	1.3	0	-2	-1	-6	0	2	0
> CS(=O)(=O)N(CC(=O)N1CCc2ccccc2C1)c1cccc([N+](=O)[O-])c1
    0	1	-0.8	-2	-1	4	3	-4	-2	4
> O=C(c1ccc(OC2CCN(CCc3ccccc3)CC2)cc1)N1CCCC(CCCO)C1 (stereo unspecified)
    -1	4	-1.8	1	-3	-6	-6	-11	-4	0
> Cc1cc(C)c(C)c(S(=O)(=O)N2CCN(Cc3nc4ccccc4[nH]3)CC2)c1C
    0	2	2.9	4	2	0	-1	-2	-3	-6
> Cc1cc(C)c(S(=O)(=O)N2CCN(c3ccccc3)CC2)c(C)c1
    2	-13	-3.5	6	0	-8	4	-5	-14	7
> Cc1cccc(-n2ncc3c(N)ncnc32)c1
    -3	-25	0.1	-2	0	-8	-3	3	-2	-3
> CC(=O)N[C@H]1[C@H]([C@H](O)[C@H](O)CO)OC(C(=O)O)=C[C@@H]1O
    -4	3	-0.9	-3	3	-3	-9	1	7	-1
> CCc1nn2c(=O)c(S(=O)(=O)Nc3ccccc3)c(C)nc2s1
    -1	2	-1.2	-2	5	1	-6	2	-4	6
> COC(CN(C)C(=O)C1CCC(CNS(=O)(=O)c2ccccc2)CC1)OC (stereo unspecified)
    2	-1	-1.8	-5	-1	2	-3	-2	1	-6
> O=C(Cc1ccc(-c2ccccc2)cc1)NCc1ccccc1
    -1	1	3.5	-3	-5	-1	-4	2	-20	0
> O=C1c2ccccc2C(=O)N1CCCP(=O)(O)CCc1ccccc1
    3	4	1.0	-4	-5	1	-1	-3	8	-4
> CN(C)c1ccc(/C=N/n2c(COc3ccccc3)n[nH]c2=S)cc1
    10	-3	-1.6	3	7	8	9	10	8	7
> O=C(Nc1ccc([N+](=O)[O-])cc1)Nc1ccon1
    2	-2	0.0	2	1	4	1	1	-3	5
> COc1ccccc1C(=O)NCCC(=O)N1CCN(c2ccccc2Cl)CC1
    -1	-18	-0.3	-1	-2	0	1	-7	-8	-5
> CCOc1ccc(N2C(=O)Nc3ccccc3C2(O)C(=O)NCc2ccco2)cc1 (stereo unspecified)
    6	-5	1.0	-2	-2	-4	-5	-2	6	-1
> Cc1nnc2ccc(-c3cccc(NC(=O)Cc4cccs4)c3)nn12
    4	2	0.5	-2	3	-8	-6	6	-13	-7
> C/C(=N\NC(=O)c1cccc(S(=O)(=O)N2CCOCC2)c1)c1ccc(C)cc1
    6	1	1.6	1	-5	-6	4	6	-4	-3
> Cc1cc(/C=C2/NC(=O)NC2=O)c(C)n1-c1ccc(N2CCOCC2)cc1
    -3	1	-3.7	0	-2	3	1	13	4	5
